# PrPC surface inh – inhibitors of human cell surface prion protein PrPC, primary screen, cell-based, TR-FRET | TR-FRET read-out | inhibition, % at 13.8 µM | actives 0.43% (n = 370,000) | AID 720596, 2013 | Major prion protein (Homo sapiens), P04156; in the data active means inhibition above about 24%; further: 0% = median of the test wells and 100% = reference compound wells
# TcdB GH inh – TcdB glycohydrolase inhibitors, primary screen, biochemical, single point, plate reader. inhibition, % at 9.99 µM. actives 0.24% (n = 350,000). Toxin B (Clostridioides difficile), P18177. TcdB glycohydrolase enzymatic assay; in the data active means inhibition above about 10%
# Anthrax LF prot – Bacillus anthracis LF protease inhibitors, primary screen, biochemical, multiplex microsphere, MLPCN library; Lethal factor (Bacillus anthracis), P15917; multiplex microsphere protease cleavage assay; inhibition, % at 10 µM; actives 0.12% (n = 360,000); AID 588501, 2011; further: plate controls were buffer without enzyme for full effect and enzyme alone for no effect
# Target sequence (P15917 whole entry, looked up): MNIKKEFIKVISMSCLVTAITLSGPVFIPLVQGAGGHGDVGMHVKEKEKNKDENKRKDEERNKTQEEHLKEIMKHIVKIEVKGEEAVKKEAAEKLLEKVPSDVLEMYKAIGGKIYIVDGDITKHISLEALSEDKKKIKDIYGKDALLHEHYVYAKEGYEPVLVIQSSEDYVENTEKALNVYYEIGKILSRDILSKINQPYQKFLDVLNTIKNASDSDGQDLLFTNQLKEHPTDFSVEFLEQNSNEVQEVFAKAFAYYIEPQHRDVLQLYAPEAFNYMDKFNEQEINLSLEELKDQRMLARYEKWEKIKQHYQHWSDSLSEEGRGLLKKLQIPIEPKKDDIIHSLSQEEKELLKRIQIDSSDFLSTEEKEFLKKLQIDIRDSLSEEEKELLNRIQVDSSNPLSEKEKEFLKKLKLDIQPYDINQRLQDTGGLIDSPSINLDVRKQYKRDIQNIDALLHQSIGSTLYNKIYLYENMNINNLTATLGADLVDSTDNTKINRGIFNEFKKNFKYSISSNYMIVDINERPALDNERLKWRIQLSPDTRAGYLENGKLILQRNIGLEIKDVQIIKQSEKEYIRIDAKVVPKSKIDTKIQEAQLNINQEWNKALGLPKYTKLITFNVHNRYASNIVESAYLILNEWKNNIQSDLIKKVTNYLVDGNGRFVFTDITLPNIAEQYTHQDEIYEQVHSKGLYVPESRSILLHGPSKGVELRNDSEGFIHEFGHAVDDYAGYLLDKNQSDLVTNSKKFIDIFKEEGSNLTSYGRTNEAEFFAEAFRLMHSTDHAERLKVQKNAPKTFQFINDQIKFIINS
# PfHsp40 rescue – rescue of yeast from PfHsp40 toxicity, primary screen, S. cerevisiae, ATP luminescence; S. cerevisiae expressing PfHsp40, growth rescue; growth rescue, % at 12.5 µM; actives 0.68% (n = 340,000); in the data active means growth rescue above about 28%, passing the limit was not always enough; inconclusive means no clear call, values can overlap the other calls;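 further: yeast W303a lacking pdr1 and pdr3 grown in galactose medium; growth measured after three days at 30 °C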
# Yp Topo-I inh – Yersinia pestis topoisomerase I inhibitors, primary screen, biochemical, cleavage product accumulation, plate reader, single point. Y. pestis Topo-I cleavage product accumulation. activity, % at 10 µM. actives 0.064% (n = 360,000); in the data active means activity above about 50%, passing the limit was not always enough; inconclusive means no clear call, values can overlap the other calls; further: inactives centre near 2
# BH1578 lux ind – inducers of Vibrio cholerae quorum light production without autoinducers, primary screen, BH1578 luxS cqsA deficient, single point; V. cholerae BH1578 lux reporter, luminescence, 6 h; actives 0.16% (n = 350,000); activation, % at 18.7 µM; in the data active means activation mostly above about 9.7%, no sharp cut-off; inconclusive means no clear call, values can overlap the other calls; inactive means mostly below about 3.7%; further: not every result past the cut was called active; inactives centre near 0; reference of the scale not given here
# BoNT A protease – BoNT/A light chain protease inhibitors, primary screen, biochemical, flow cytometry, MLPCN library. inhibition, % at 10 µM. Botulinum neurotoxin type A light chain protease (Clostridium botulinum A str. ATCC 3502). multiplex microsphere protease substrate cleavage. AID 588499, 2011. actives 0.17% (n = 360,000); further: plate controls were buffer without enzyme for full effect and enzyme alone for no effect
# SSB-PriA inh – inhibitors of Klebsiella pneumoniae PriA binding to SSB C-terminal tail, primary screen, biochemical, AlphaScreen | PriA–SSB C-terminal tail interaction (Klebsiella pneumoniae) | AlphaScreen SSBct-PriA binding, biotinylated peptide | inhibition, % at 33 µM | actives 0.6% (n = 430,000) | AID 1272365, 2023; in the data active means inhibition mostly above about 37%, no sharp cut-off; inactive means mostly below about 20%;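 further: plate controls were negative control peptide for no effect and reference peptide for full effect; strong numbers were not always called active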
# 3CLpro inhibitor – SARS-CoV 3CLpro protease inhibitors, primary screen, biochemical, quenched FRET; recombinant SARS-CoV 3CLpro, quenched FRET peptide cleavage; inhibition, % at 6 µM; AID 1706, 2009; actives 0.14% (n = 290,000); in the data active means inhibition above about 12%
# Active calls of the source: *; i = inactive; ? = inconclusive; . = no result given. Unless noted, no stated cut-off is given here; in the data, active means inhibition above about 30%; inconclusive means no clear call, values can overlap the other calls; inactive means below that. Some of the compounds tested; the hit share may differ from the screen's.
# Results follow in this order: PrPC surface inh, TcdB GH inh, Anthrax LF prot, PfHsp40 rescue, Yp Topo-I inh, BH1578 lux ind, BoNT A protease, SSB-PriA inh, 3CLpro inhibitor
CCOC(=O)c1c(C)[nH]c(C)c1C(=O)CSc1nnnn1-c1ccccc1
    6, ., -1, -0.7, -2, 5.0, 0.2, -12, -1
C=CCc1cccc(C=Nc2cc(Br)ccc2O)c1O
    5, ., -3, 3.2, -10, -0.2, 2.0, 0, 2
Cc1cccc(C)c1OCc1n[nH]c(=S)n1-c1ccccc1
    -3, 0.1, -5, -0.7, -1, i, -1.3, -8, 5
COCCCNC(=O)Cn1c(=O)n(CC(=O)N2CCCCC2)c(=O)c2sccc21
    -3, 1.7, 0, -0.4, 4, 0.5, 1.2, -15, 7
CCCCN(CC)CCNC(=O)c1[nH]c(C)c(C(C)=O)c1C
    -4, ., -1, -0.1, -4, 3.2, -0.3, -7, 3
COc1ccc(C(=O)NCC(=O)OCC(=O)NC2CCCC2)cc1
    -3, 0.1, 0, -0.9, 6, i, 0.2, -8, -3
N#Cc1ccccc1NC(=O)COC(=O)c1ccc2c(c1)OCO2
    1, 1.0, 2, -1.6, 1, i, 2.5, -4, .
CCOc1ncccc1C(=O)N1CCN(S(=O)(=O)c2ccc(Br)cc2Cl)CC1
    -7, 1.0, 3, 2.0, 0, 2.8, 0.0, -11, 1
COc1ccc(S(=O)(=O)NC(CC(=O)NC2CCCC2)c2ccco2)cc1 (stereo not given)
    -7, ., -3, -0.2, 1, -2.2, -0.1, -3, 2
Cc1cccc(N/N=C(\C#N)S(=O)(=O)C(C)(C)C)c1
    6, 0.7, -9, -1.1, 2, -0.5, -0.2, ., 2
O=[N+]([O-])c1ccc(S(=O)(=O)Nc2nnc(C(F)(F)F)s2)cc1
    -17, 3.4, -4, -1.2, -5, i, ?, 4, 6
CCOC1=C2[C@@H](CN(S(=O)(=O)c3ccc(C)cc3)[C@H]2c2ccccc2Cl)[C@H]2C(=O)NC(=O)[C@H]2C1
    3, 1.7, 3, ., ., ., 1.0, ., .
O=C(CN(Cc1ccccc1)S(=O)(=O)c1ccccc1)N/N=C/c1ccc2c(c1)OCO2
    5, 1.3, -3, 1.3, 10, i, -1.1, ., 1
COc1ccc(N2C(S)=C(C#N)C(=O)NC2c2ccco2)cc1 (stereo not given)
    1, ., 1, 1.3, 0, -0.3, 0.9, -4, -2
CC(c1ccccc1)N(C)C(=O)CSc1nnc(C2CC2)n1C1CC1 (stereo not given)
    1, 0.2, -6, 0.7, -10, -2.5, -0.2, -6, .
COc1ccc(-c2nc(SCc3ccccc3)n(S(C)(=O)=O)n2)cc1
    11, ., 14, -0.6, -4, -0.3, 0.5, -16, 0
N#Cc1c(N)nc(-c2ccccc2)nc1-c1ccccc1
    -4, ., 3, -0.7, 2, 5.0, 1.0, 3, 0
COC(=O)[C@@H](Cc1c[nH]c2ccccc12)NCc1cccc(B(O)O)c1
    3, 0.5, -4, 0.2, -2, i, 0.1, -6, .
COc1ccc(/C=N/NC(=O)c2cc(-c3cccc(C)c3)nc3ccccc23)cc1O
    -1, 0.6, -2, 0.0, -5, i, -0.4, ., .
COc1ccc(OC)c(C2=CC(=O)C[C@H](c3ccc4c(c3)OCO4)C2)c1
    2, 1.5, -5, 8.0, 17, i, 0.1, 2, .
O=C(CN(C1CCCCC1)S(=O)(=O)c1ccc(Cl)cc1)NCCCO
    -5, ., -8, 1.7, 15, -0.4, -0.3, -11, 0
CCCc1[nH]c(=O)c(C#N)c2c1CCCC2
    -2, ., -3, -0.8, -10, -1.2, 0.3, -4, 3
C=CCn1c(SCC(=O)c2c(N)n(C3CC3)c(=O)[nH]c2=O)nnc1-c1ccccc1OC
    -4, 3.0, ., -0.8, 18, -0.9, ., 38, .
Cn1c(=O)oc2cc(S(=O)(=O)N3CCN(C(=O)c4ccco4)CC3)ccc21
    2, ., -7, -1.1, -9, ., 0.5, 3, 5
Cc1ccc(C(=O)N2CCN(c3ccc(NC(=O)c4cc(C)cc(C)c4)cc3)CC2)cc1
    2, 0.6, -8, -0.9, 24, 2.9, -2.1, 0, 8
COCCNC(=O)C1(C)CCN(Cc2ccc3ccccc3c2Br)C1 (stereo not given)
    3, 0.2, -3, ., 24, 0.3, 0.2, ., .
Cc1cc(C)n(S(=O)(=O)c2ccc(C)c(C)c2)n1
    -4, 1.4, -12, -2.1, -1, -0.3, ?, -4, -6
Cc1[nH]n(-c2ncc(-c3ccccc3)s2)c(=O)c1C(c1ccc(Cl)cc1)C(C#N)C#N (stereo not given)
    -12, 2.1, -1, -1.7, -9, -0.2, -0.5, 19, 3
CC(C)NC(=O)Cn1c(SCC(=O)N2CCCc3ccccc32)nc2ccccc21
    -1, ., -3, 0.6, 11, i, -0.4, 9, 7
CCc1ccccc1NC(=O)c1ccc(-c2csc(C)n2)cc1
    -2, 1.3, -8, -0.5, -7, -0.4, -1.0, -3, 0
CCOC(=O)C1CCN(C(=O)Cn2cnc3sc(C)c(S(=O)(=O)N4CCC(C)CC4)c3c2=O)CC1
    -7, 1.0, 3, -0.7, 26, i, 0.4, 8, -2
O=C(CN1CCCc2ccccc21)NCc1ccc2c(c1)OCO2
    -3, ., ., 0.3, -3, -0.3, ., -6, -3
CCCNC(=O)c1ccc(S(=O)(=O)c2ccc(OC)cc2)c([N+](=O)[O-])c1
    -34, 0.0, -11, -0.9, -4, -0.5, -0.4, -2, 0
CCOC(=O)C1=CC[C@@H](c2cc3ccc(OC)cc3n2C)N(S(=O)(=O)c2ccc(C)cc2)[C@H]1C(=O)OCC
    -3, 1.1, -12, 0.0, -4, -2.9, -0.1, 13, .
COc1cc(-c2csc(C)n2)ccc1O
    9, ., -1, -1.1, -2, i, -0.3, -22, -2
N#Cc1ccc(C2N=C(c3ccccc3)NO2)cc1 (stereo not given)
    -4, -0.1, 0, -1.4, 1, -0.3, -0.9, -3, 0
C=CCN(CC=C)c1nc2ccccc2nc1C(C#N)C(=O)OCCOC (stereo not given)
    -23, ., 2, -1.5, 23, 0.9, 3.7, -10, -9
CC(=O)c1cccc(NC(=O)CN(c2ccc(C)cc2)S(=O)(=O)c2cccc3nonc23)c1
    -23, ., -2, 2.9, 6, -6.2, 0.3, 20, 5
C/C=N\NC(=O)CNC(=O)CNC(=O)c1ccccc1
    15, -2.5, -1, -1.4, -13, 0.0, 0.8, ., 5
CC(C)c1ccccc1NC(=O)Nc1nnc([C@@H]2C[C@H](O)[C@@H](CO)O2)s1
    5, 1.1, -4, ., -1, -0.3, 0.7, ., .

# Two entries from above, reformatted:
> CCCCN(CC)CCNC(=O)c1[nH]c(C)c(C(C)=O)c1C
  PrPC surface inh = -4; TcdB GH inh = .; Anthrax LF prot = -1; PfHsp40 rescue = -0.1; Yp Topo-I inh = -4; BH1578 lux ind = 3.2; BoNT A protease = -0.3; SSB-PriA inh = -7; 3CLpro inhibitor = 3

> COc1ccc(/C=N/NC(=O)c2cc(-c3cccc(C)c3)nc3ccccc23)cc1O
  PrPC surface inh = -1; TcdB GH inh = 0.6; Anthrax LF prot = -2; PfHsp40 rescue = 0.0; Yp Topo-I inh = -5; BH1578 lux ind = i; BoNT A protease = -0.4; SSB-PriA inh = .; 3CLpro inhibitor = .

# (continued)
# Results follow in this order: PrPC surface inh, TcdB GH inh, Anthrax LF prot, PfHsp40 rescue, Yp Topo-I inh, BH1578 lux ind, BoNT A protease, SSB-PriA inh, 3CLpro inhibitor
CCc1cc2c(=O)[nH]c(Cc3ccccc3)nc2s1
    -7, ., -2, 0.3, 3, 0.5, 0.0, -3, 1
CC(O)CNCc1ccc(-c2ccccc2)cc1 (stereo not given)
    -1, ., 8, 0.3, 8, i, 0.4, -4, 4
CC(C)(C)c1ccc(/C=N/NC(=S)NC2CCCCC2)cc1
    6, 0.9, 0, -0.5, 2, i, -1.6, ., 2
Cc1ccc(NC(=O)c2n[nH]c(=O)c3ccccc23)cc1S(=O)(=O)N1CCOCC1
    0, 1.7, -1, 0.3, 12, ., -0.4, -7, .
O=C1CC(c2ccccc2)=NN1c1ccc([N+](=O)[O-])cc1
    1, 0.7, -11, -0.5, -10, -0.5, -1.6, 37, 2
COCCN(Cc1nc2ccccc2c(=O)[nH]1)C(=O)COc1ccccc1-c1ccccc1
    8, 0.2, -3, 1.8, 31, -1.2, 3.5, -1, .
Nc1cc(N)cc(C(=O)c2ccccc2)c1
    -35, 0.1, -6, ., ., ., -0.5, ., .
COC(=O)c1ccc(COc2ccccc2/C=N/Nc2cccc(C(=O)O)c2)cc1
    1, -7.3, 3, -0.1, 21, i, -0.8, ., 2
Cc1cc(=O)c2cc(Br)ccc2[nH]1
    8, ., 4, 0.6, -1, i, 0.5, -16, 2
O=C(Cn1nc(CNc2ccc(Br)cc2)[n+]2c1CCCCC2)c1ccc([N+](=O)[O-])cc1
    -18, 1.7, -15, -1.7, 0, -0.2, -0.4, 23, 1
COc1cccc(C(=O)Nc2ccccc2NC(=O)c2cccc(OC)c2)c1
    5, 0.1, 8, 2.3, 5, -0.8, 0.6, -5, 0
Cc1cc(NC(=O)Nc2ccc(Cl)c(Cl)c2)no1
    4, 2.5, -4, 0.9, 2, -0.5, -0.7, -2, .
O=C(CCC(=O)c1ccc(F)cc1)Nc1cc(Cl)cc(Cl)c1
    6, ., -6, 2.4, 6, -0.4, 0.9, -20, 4
CCn1c(SCC(=O)O)nnc1C1CCCCC1
    -4, 0.9, -1, -0.7, 14, -0.4, 0.4, -15, 3
CCOc1ccc(C(=O)Nc2ccccc2-c2ccccc2)cc1Cl
    3, ., -7, -0.7, -3, -0.2, 6.5, -32, 1
CCOC(=O)C1=C(CC)Nc2ccccc2N=C1NC(=O)CCNC(C)=O
    1, -1.5, -5, 0.3, 2, i, 0.1, 3, 5
NC(=O)c1ccc(Br)c(S(=O)(=O)N2CCCCC2)c1
    3, 1.1, -17, -0.4, 5, -0.4, 35*, -13, -3
CCOC(=O)N1CCN(S(=O)(=O)c2c(C)[nH]c(=O)[nH]c2=O)CC1
    2, ., 2, -0.1, -7, -3.3, 0.6, -6, -6
CCOCCCn1cnc2c(c1=O)c1nc3ccccc3nc1n2-c1ccc(C)cc1
    -6, ., 2, -1.3, 5, -1.5, 6.1, -18, -2
O=C(COc1ccccc1)Nc1ccc2oc(=O)ccc2c1
    3, -0.3, 3, 1.0, -1, -0.4, -0.4, -37, 0
CN(C)S(=O)(=O)c1ccc(C(=O)NCc2ccccc2)cc1
    4, ., 1, 0.2, 2, i, 0.0, -9, 4
Cc1coc2cc3oc(=O)c(CCC(=O)N4CCC(C(=O)O)(c5ccccc5)CC4)c(C)c3cc12
    5, -0.9, 4, -0.4, 16, -0.4, -0.3, 4, 1
CCN(c1ccccc1)S(=O)(=O)c1ccc(Cl)c(C(=O)N2CCCC2)c1
    13, 0.6, -2, -0.5, 3, 1.4, 0.3, -6, .
O=C(Cn1c(=O)oc2ccccc21)Nc1n[nH]c(=S)s1
    1, 2.8, 2, ?, 5, -0.7, -0.3, -7, 0
CCOC(=O)N1CCN(CC(O)c2c[nH]c3ccccc23)CC1 (stereo not given)
    -5, 0.6, -1, -0.1, -3, i, 2.8, 12, 1
COCCN1CCC(CNCc2c(C(=O)N3CCCCC3)nc3c(C)cccn23)C1 (stereo not given)
    -3, 0.6, 1, -0.9, 8, -0.5, -1.0, -10, 2
CCOC(=O)c1cc(C)n(-c2c(C)n(C)n(-c3ccccc3)c2=O)c1C
    0, ., 6, -0.5, 6, 1.4, 0.5, -5, -4
COCCN(CCOC)C(=O)c1c[nH]c2ccc(S(=O)(=O)N(C)c3ccc(F)cc3)cc2c1=O
    -5, ., 3, 0.3, 5, i, 2.5, -21, 6
